Screening data deposited in PubChem by National Center for Advancing Translational Sciences (NCATS).
Luciferase inh = qHTS Assay for Inhibitors of Firefly Luciferase; Luciferin 4-monooxygenase (Photinus pyralis), P08659; purified firefly luciferase, luminescence, 8 min; Potency, µM (top dose mostly 57.1 µM), for inactives: at the highest dose activity change, negative = inhibition, hits mostly inhibitors; hit rate 2.2% among 72,000; further: potency means the concentration at half of the fitted maximal effect; on the % scale 0 is the no-effect control and ±100 the full control effect; nearly all actives have a fitted effect of over 40% in size
Target sequence (P08659 whole entry, looked up): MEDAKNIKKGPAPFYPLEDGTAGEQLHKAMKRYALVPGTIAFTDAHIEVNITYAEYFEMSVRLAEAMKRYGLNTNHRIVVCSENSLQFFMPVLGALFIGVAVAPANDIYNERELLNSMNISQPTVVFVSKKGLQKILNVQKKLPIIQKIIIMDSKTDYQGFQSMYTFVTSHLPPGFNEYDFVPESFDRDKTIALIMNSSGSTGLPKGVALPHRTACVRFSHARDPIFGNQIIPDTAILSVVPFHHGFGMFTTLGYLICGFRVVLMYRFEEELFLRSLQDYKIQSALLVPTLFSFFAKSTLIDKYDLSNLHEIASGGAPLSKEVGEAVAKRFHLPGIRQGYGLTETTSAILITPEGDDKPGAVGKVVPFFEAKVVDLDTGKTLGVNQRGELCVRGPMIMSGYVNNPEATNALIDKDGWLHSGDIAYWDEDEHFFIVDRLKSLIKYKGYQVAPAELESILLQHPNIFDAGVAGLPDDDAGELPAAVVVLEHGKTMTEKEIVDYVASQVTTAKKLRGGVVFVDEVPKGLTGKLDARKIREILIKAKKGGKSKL
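Inhibition of light generation by firefly luciferase from ATP and luciferin was profiled with concentration-response curves per sample, ATP held at 10 uM within the enzyme's linear range. Plates were read by luminescence after an 8-minute ambient incubation.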
Fluorescein autfl = qHTS Assay for Spectroscopic Profiling in Fluorescein Spectral Region; Compound autofluorescence, 480/540 nm, fluorescein-equivalent; active compounds read high; max fluorescein-equivalent concentration, M; hit rate 0.91% among 59,000; AID 593, 2007; in the data active means max fluorescein-equivalent concentration above about 10 nM; inconclusive means between about 1.1 nM and that limit
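Values reflect compound autofluorescence, normalized to fluorescein on the same plate and reported at each tested concentration. Conditions: 100 mM Tris pH 8.0, room temperature, 15 min, excitation 480 nm, emission 540 nm.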
Tau filament bind = qHTS Assay for Tau Filament Binding | recombinant tau filaments, thioflavin S fluorescence, 15 h; filaments grown with octadecylsulfate alongside compound | Potency, µM (series often up to 57.1 µM), for inactives: at the highest dose activity change, negative = inhibition | hit rate 2% among 71,000;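 further: potency means the concentration at half of the fitted maximal effect; on the % scale 0 is the no-effect control and ±100 the full control effect; actives lower thioflavin S fluorescence by blocking filaments or displacing dye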
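Read-out: ThS fluorescence, 450 nm excitation/510 nm emission; lower signal marks blocked filament formation or displaced dye. Tau at 1 uM with 30 uM ODS, 10 uM ThS, 5 mM DTT, 100 mM NaCl, 10 mM HEPES pH 7.4; 15 h, 37 C.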
HEK293 cAMP ctrl = qHTS Assay for Agonists of the Thyroid Stimulating Hormone Receptor: Activators of Intracellular cAMP Concentrations in Parental HEK 293. hit rate 2.5% among 73,000. parental HEK293 CNG cAMP sensor, membrane potential fluorescence. Potency, µM (titrated, usually from 57.1 µM), for inactives: at the top dose activation, hits mostly activators. AID 938, 2007; further: potency means the concentration at half of the fitted maximal effect; % of control where 0% means no effect; nearly all actives have a fitted effect of over 55% in size
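Counterscreen for endogenous-receptor signalling: CNG-channel HEK 293 cells report cAMP rise by membrane depolarization. After 60 min dye equilibration with 100 uM RO 20-1724, compounds incubated 30 min before bottom-read fluorescence at 590 nm.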
4MU fluor = qHTS Assay for Spectroscopic Profiling in 4-MU Spectral Region; compound autofluorescence, 340/450 nm, 4-MU equivalents; active compounds read high; max dye-equivalent concentration, M; hit rate 11% among 59,000; AID 589, 2007; in the data active means max dye-equivalent concentration above about 10 nM; inconclusive means mostly about 1.1 nM to 9.6 nM
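Compounds in 100 mM Tris, pH 8.0, sat 15 min at room temperature before fluorescence was read at 340 nm excitation/450 nm emission; a per-plate six-point 4-MU standard curve converted signals to dye-equivalent concentration at each compound concentration.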
A350 fluor = qHTS Assay for Spectroscopic Profiling in A350 Spectral Region. Compound autofluorescence, 340/450 nm, Alexa 350 dye-equivalents; active compounds read high. max dye-equivalent concentration, M. hit rate 11% among 59,000. AID 590, 2007; in the data active means max dye-equivalent concentration above about 10 nM; inconclusive means mostly about 1.1 nM to 9.6 nM
Caspase-7 inhib = qHTS Assay for Allosteric/Competitive Inhibitors of Caspase-7; Potency, µM (highest dose often 57.5 µM), inactives show at the highest dose activity change, negative = inhibition, usual class: inhibitors; P55210; recombinant caspase-7, Ac-DEVD-AFC fluorescence rate; AID 889, 2007; hit rate 0.02% among 75,000; active means well fitted inhibition curve with a large enough effect in the main read-out, with a control signal flat, not every such curve was filed as active; inconclusive means small, poorly fitted or top-dose-only effect, or a change in a side signal; further: potency means the concentration at half of the fitted maximal effect; % of control where 0% means no effect
Target sequence (P55210 24-198 limits assumed): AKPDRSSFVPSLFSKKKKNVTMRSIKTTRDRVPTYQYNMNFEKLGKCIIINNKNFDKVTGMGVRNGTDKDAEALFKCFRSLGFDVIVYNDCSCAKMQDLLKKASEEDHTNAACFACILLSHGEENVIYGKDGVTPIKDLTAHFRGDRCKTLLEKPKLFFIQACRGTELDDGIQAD
Target sequence (P55210 207-303 limits assumed): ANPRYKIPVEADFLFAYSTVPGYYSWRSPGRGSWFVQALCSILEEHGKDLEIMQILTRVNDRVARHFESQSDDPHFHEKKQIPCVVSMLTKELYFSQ
Rhodamine autofl = qHTS Assay for Spectroscopic Profiling in Rhodamine Spectral Region | Rhodamine-region fluorescence, 547/598 nm, Tris buffer; active compounds read high | max dye-equivalent concentration, M | hit rate 0.05% among 59,000; in the data active means max dye-equivalent concentration above about 11 nM; inconclusive means between about 1.1 nM and that limit
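Steps: pin-transfer compounds into pH 8.0 Tris (100 mM), hold 15 min at room temperature, image with a 547/598 nm filter pair, and convert intensities to rhodamine-equivalent concentration using a six-point on-plate rhodamine series.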
ERK AVP inh = qHTS Assay for Inhibitors of the ERK Signaling Pathway using a Homogeneous Screening Assay; Potency, µM (doses to about 57.5 µM), inactives show at the highest dose activity, negative = inhibition, usual class: inhibitors; hit rate 0.99% among 72,000; HEK293-V1b, vasopressin-stimulated pERK AlphaScreen; further: potency means the concentration at half of the fitted maximal effect; on the % scale 0 is the no-effect control and ±100 the full control effect; nearly all actives have a fitted effect of over 55% in size
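qHTS, compounds titrated on V1b-expressing HEK293 cells. Preincubation 30 min at 37C, vasopressin 25 nM for 5 min, lysis 10 min, bead incubation 5 hr at room temperature.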
TexasRed autofl = qHTS Assay for Spectroscopic Profiling in Texas Red Spectral Region | Compound fluorescence, Texas Red channel, 547/618 nm; active compounds read high | max dye-equivalent concentration, M | hit rate 0.06% among 59,000 | AID 587, 2007; in the data active means max dye-equivalent concentration above about 10 nM; inconclusive means between about 1.1 nM and that limit
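Spectral interference profiling: each compound concentration's relative fluorescence, read with a 547 nm excitation and 618 nm emission filter pair, was normalized to a per-plate Texas Red standard curve.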
Caspase-1 inhib = qHTS Assay for Allosteric/Competitive Inhibitors of Caspase-1; P29466; Caspase-1 enzyme, Ac-WEHD-AFC fluorogenic rate; Potency, µM (series often up to 57.5 µM), without a hit: at the highest dose activity change, negative = inhibition, actives largely listed as inhibitors; hit rate 0.03% among 75,000; AID 900, 2007;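 further: potency means the concentration at half of the fitted maximal effect; plate controls were vehicle for no effect and no substrate for full effect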
An asterisk follows results filed as active; i = inactive; ? = inconclusive; . = no result given; [ ] = another dose, or the depositor's remark. Unless noted, the call rests on the fitted dose curve; in most records, active means well fitted curve in the direction sought with a large enough effect; inconclusive means small, poorly fitted or top-dose-only effect, or another doubt; inactive means no such curve, though single readings can be large; an effect the other way counts as inactive or inconclusive. Only part of the results is shown (hit frequency here may not be typical).

#	molecule	A350 fluor	TexasRed autofl	ERK AVP inh	Caspase-1 inhib	Tau filament bind	HEK293 cAMP ctrl
1	COc1ncc2nc(CCc3ccccc3)c(=O)n(C)c2n1	i	?	2%	-4%	-4%	?
2	CC(C)(C)NC(=O)COC(=O)c1ccc(O)cc1	i	i	-5%	0%	-3%	?
3	CC1CN(C(=O)CN2C(=O)NC(C)(c3ccccc3)C2=O)CC(C)O1 (stereo not given)	i	i	1%	2%	-9%	23%[2.29 µM]
4	CCC(=O)N1CCN(c2ccccc2NC(=O)COc2cccc(C)c2)CC1	i	?	-25%	0%	29%	20µM*
5	CCOc1cc(C(=O)NCCOC)cc(OCC)c1OCC	.	.	-19%	-1%	8%	5%
6	Cc1nc(N2CCCC2)c2nnn(Cc3ccccc3Cl)c2n1	i	?	-18%	-3%	-1%	11%
7	CCOC(=O)c1ccc(NC(=O)C(CC)(CC)C(=O)OCC)cc1	i	i	12%	-2%	-12%	27%
8	O=C(c1ccc(Cl)s1)N1CCOCC1	i	?	-28%	-2%	49%	13%
9	Cc1cc(C)n(CC(O)COCc2ccccc2)n1 (stereo not given)	i	i	-9%	1%	10%	0%
10	c1ccc(N2CCN(c3ncnc4sc5c(c34)CCC5)CC2)cc1	i	i	?	-4%	8%	?
11	Cc1csc(SCCn2c(N3CCN(c4ccccc4)CC3)nc3c2c(=O)[nH]c(=O)n3C)n1	i	i	-10%	-1%	-8%	22%
12	CN(C)C1NC(=O)c2cc(-c3ccccc3)sc2N1 (stereo not given)	?	?	-16%	-3%	-13%	-14%

#	Fluorescein autfl	4MU fluor	Rhodamine autofl	Luciferase inh	Caspase-7 inhib
1	i	i	i	-2%[11.4 µM]	-1%
2	i	i	i	2%	-1%[0.00368 µM]
3	?	i	i	1%	-5%
4	?	i	i	1%	-4%
5	.	.	.	-1%	0%
6	i	i	i	1%	1%
7	?	i	i	-2%	-2%
8	i	i	i	1%	-1%
9	?	i	i	4%	0%
10	i	i	i	1%	-5%
11	?	i	i	3%	-1%
12	?	i	i	-14%	-1%

Compound profiles (already shown). Screens in order: A350 fluor	TexasRed autofl	ERK AVP inh	Caspase-1 inhib	Tau filament bind	HEK293 cAMP ctrl	Fluorescein autfl	4MU fluor	Rhodamine autofl	Luciferase inh	Caspase-7 inhib
Listed for c1ccc(N2CCN(c3ncnc4sc5c(c34)CCC5)CC2)cc1 = i	i	?	-4%	8%	?	i	i	i	1%	-5%
Listed for CN(C)C1NC(=O)c2cc(-c3ccccc3)sc2N1 (stereo not given) = ?	?	-16%	-3%	-13%	-14%	?	i	i	-14%	-1%
Listed for Cc1csc(SCCn2c(N3CCN(c4ccccc4)CC3)nc3c2c(=O)[nH]c(=O)n3C)n1 = i	i	-10%	-1%	-8%	22%	?	i	i	3%	-1%

(more compounds)
#	molecule	A350 fluor	TexasRed autofl	ERK AVP inh	Caspase-1 inhib	Tau filament bind	HEK293 cAMP ctrl
13	COc1ccc(O)c(C(=O)CC(=O)c2ccc(F)cc2)c1	.	.	17%	-5%	-14%	9%
14	CCOC(=O)c1ccc(NC(=O)CC2SC(=NC)N(C)C2=O)cc1 (stereo not given)	i	i	2%	-1%	1%	18%
15	CCOC(=O)C1CCN(c2c(NCc3ccc(C(=O)NCCOC)cc3)c(=O)c2=O)CC1	i	i	19%	2%	-3%	3%
16	CC1CCCN(C(=O)CN2CCN(C(=O)c3ccco3)CC2)C1 (stereo not given)	i	i	9%	-2%	5%	4%
17	CC(=O)Nc1cc(OC(C)=O)c2nonc2c1OC(C)=O	i	i	?	?	-22%	-6%
18	CCC(=O)N1c2ccccc2NC2=C(C(=O)CC(c3ccco3)C2)C1c1ccco1 (stereo not given)	.	.	-12%	-2%	10%	10%
19	O=S(=O)(NCC(c1cccnc1)N1CCN(c2ccccc2)CC1)c1cc(F)ccc1F (stereo not given)	i	?	12%	2%	8%	-8%
20	C[C@@H]1C=C[C@](Cc2ccccc2)(C(=O)NCC2CC2)N1C(=O)c1ccccc1	.	.	20%	1%	-14%	16µM*
21	CC(C)=CCC/C(C)=C/CO/N=C1/C[C@@H](O)[C@@H](O)[C@@H]2[C@@H]3C(=O)N([C@@H](C)c4ccccc4)C(=O)[C@H]3CC[C@@H]12	.	.	13%[11.5 µM]	1%[11.5 µM]	.	-9%[11.4 µM]
22	CCOC(=O)C1=C(C)Nc2ncnn2C1/C=C/c1ccccc1 (stereo not given)	i	i	-16%	2%	10%	3%
23	O=C(Nc1ccc2oc(-c3cccnc3)nc2c1)c1cc2ccccc2o1	.	.	-18%	0%	34%	9%
24	Cc1ccc(S(=O)(=O)Cc2cn3cccnc3n2)cc1	9.3e-08M*	?	3%	-2%	-5%	1%

#	Fluorescein autfl	4MU fluor	Rhodamine autofl	Luciferase inh	Caspase-7 inhib
13	.	.	.	25µM*	-4%
14	?	i	i	7%	-2%
15	i	i	i	0%	-1%
16	i	i	i	0%	-2%
17	i	i	i	-21%	-15%
18	.	.	.	-1%	0%
19	i	i	i	-3%	-1%
20	.	.	.	.	-2%
21	.	.	.	2%[11.4 µM]	0%[11.5 µM]
22	?	i	i	5%	-3%
23	.	.	.	-1%	1%
24	i	2.2e-07M*	i	1%	-2%

(more compounds)
#	molecule	A350 fluor	TexasRed autofl	ERK AVP inh	Caspase-1 inhib	Tau filament bind	HEK293 cAMP ctrl
25	CCC(C)(C)n1nnnc1C(c1cc2cc(C)cc(C)c2[nH]c1=O)N1CCCC1 (stereo not given)	1.1e-08M*	i	36%	?	22%	28%
26	COc1cc2c(c(OC)c1)C(c1cccc(OC)c1OC)CC(=O)N2 (stereo not given)	.	.	-28%	-1%	-4%	15%
27	CC1CCN(CCC(=O)N2CCCc3c2c(=O)oc2ccc(O)cc32)CC1	?	i	18%	-2%	2%	0%
28	COC(=O)c1c(N)c(C#N)c(C)n1-c1ccccc1	.	.	-23%	-1%	12%	2%
29	c1ccc(-c2ccc(-n3ccnc3)cc2)cc1	i	?	-11%	0%	15%	?
30	O=C1NC(c2ccc3c(c2)OCO3)Oc2ccccc21 (stereo not given)	i	i	-9%	-1%	-6%	18%
31	O=C(NCCCn1ccnc1)c1csc2ccccc12	i	i	-9%	-2%	0%	5%
32	COC(=O)C1=C(C)N(c2cc(Cl)cc(Cl)c2)C(=O)C1	.	.	-5%	-2%	-21%	14%
33	Cc1cc(C(=O)CSc2nnc(-c3ccccc3)n2Cc2ccc3c(c2)OCO3)c(C)n1C	i	i	-13%	-4%	203%	?
34	N#CC1=C(N)N(c2ccccc2Sc2ccccc2)C(=O)C1	?	i	9%	-2%	-3%	-2%
35	COc1ccc(-n2nc(C(=O)NCC(=O)N3CCN(c4ccccn4)CC3)c3ccccc3c2=O)cc1	?	i	15%	-4%	5%	5%
36	Cc1nc(SCC(N)=O)[nH]c(=O)c1Cc1ccc(OC(C)C)cc1	i	i	.	.	.	.

#	Fluorescein autfl	4MU fluor	Rhodamine autofl	Luciferase inh	Caspase-7 inhib
25	?	1.2e-08M*	i	-6%	-13%
26	.	.	.	1%	-1%
27	i	?	i	2%	1%
28	.	.	.	5%	0%
29	i	i	i	-4%	-2%
30	i	i	i	3%	1%
31	i	i	i	1%	-1%
32	.	.	.	-1%	-2%
33	i	i	i	0%	-3%
34	i	i	i	5%	-2%
35	?	?	i	3.2µM*	-1%
36	i	i	i	5%[25.5 µM]	.

Next section:
#	molecule	A350 fluor	TexasRed autofl	ERK AVP inh	Caspase-1 inhib	Tau filament bind	HEK293 cAMP ctrl
37	CCOc1nc(-c2ccc(C)cc2)ccc1-c1noc(-c2cccnc2)n1	?	?	-9%	-1%	1%	-1%
38	CC(=O)Nc1cccc(NC(=O)c2sc3ncn(CC(=O)N4CCCCC4)c(=O)c3c2C)c1	i	i	-27%	-1%	9%	0%
39	Nc1ccc(C(=O)OCCCc2nc3ccccc3[nH]2)cc1	i	i	-5%	1%	4%	26%
40	COc1ccc(C2CC(=O)NC3=C2C(=O)CCC3)cc1Cl (stereo not given)	?	i	15%	1%	5%	6%
41	C=CCSC1=N/C(=C\C=C\c2ccco2)C(=O)S1	.	.	?	-14%	10µM*	4%
42	COCCCNC(=O)c1cc2c(=O)n(C)c3ccccc3c2n1C	.	.	?	-1%	50%	-4%
43	Cc1ccc(-n2nc3c(c2NC(=O)c2c(-c4ccccc4Cl)noc2C)CS(=O)(=O)C3)c(C)c1	?	i	-11%	-3%	-9%	?
44	CCCC(=O)Nc1ccc(NC(=O)CCc2ccccc2)cn1	i	i	-11%	2%	-3%	-2%
45	O=C(NCCc1ccccc1)c1cnc2sccn2c1=O	.	.	.	-7%	-15%	28%

#	Fluorescein autfl	4MU fluor	Rhodamine autofl	Luciferase inh	Caspase-7 inhib
37	?	?	i	0%	-1%
38	i	i	i	-3%	0%
39	i	i	i	-20%	1%
40	?	?	i	0%	1%
41	.	.	.	-3%	?
42	.	.	.	-4%	0%
43	i	i	i	2%	-3%
44	i	i	i	6%	-1%
45	.	.	.	-18%	-4%
